Assay outcomes: PubChem BioAssay, National Center for Advancing Translational Sciences (NCATS)
TSG101-PTAP inh – blocks PTAP/TSG101 interaction to inhibit HIV-1 budding | Q99816 | Fluorescence polarization, FITC-PTAP peptide / Tsg101 binding | Potency, µM (titrated, usually from 115 µM), inactives show top-dose activity change, negative = inhibition, most hits filed as inhibitors | 340,000 tested, under 10 active | AID 493005; active = well fitted inhibition curve with a large enough effect in the main read-out, with a control signal flat, not every such curve was filed as active; inconclusive = small, poorly fitted or top-dose-only effect, or effect the other way, or a change in a side signal; inactive = no such curve, though single readings can be large or run the other way; also: potency is read from the fitted curve at half-maximal effect; % of control where 0% means no effect
Target sequence (Q99816 whole entry, looked up): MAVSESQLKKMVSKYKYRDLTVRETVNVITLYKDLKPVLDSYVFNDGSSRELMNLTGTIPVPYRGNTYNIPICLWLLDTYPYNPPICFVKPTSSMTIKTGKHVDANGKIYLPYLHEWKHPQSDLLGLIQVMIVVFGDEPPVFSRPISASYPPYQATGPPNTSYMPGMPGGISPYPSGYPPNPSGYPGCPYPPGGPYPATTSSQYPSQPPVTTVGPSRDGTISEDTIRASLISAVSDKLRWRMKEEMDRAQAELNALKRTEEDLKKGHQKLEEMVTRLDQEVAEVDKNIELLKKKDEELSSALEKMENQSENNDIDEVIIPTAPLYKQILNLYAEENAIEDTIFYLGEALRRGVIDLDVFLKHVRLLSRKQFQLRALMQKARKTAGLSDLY
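Compounds were pin-transferred onto Tsg101 binding domain (10 uM final) in HEPES pH 7.5 buffer, then FITC-PTAP peptide was added at 50 nM final. After 20 min at RT, polarization reported peptide displacement across a qHTS concentration series.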
Eya2 inh – blocks the phosphatase activity of human Eya2 | Potency, µM (doses to about 76.9 µM), inactives show at the top dose activity, negative = inhibition, hits mostly inhibitors | AID 488837 | O00167 | recombinant Eya2, OMFP fluorescence dephosphorylation (OMFP is methylfluorescein phosphate) | 330,000 compounds, 0.006% hits; also: potency is read from the fitted curve at half-maximal effect; % is scaled to controls: 0 for no effect and ±100 for the full control effect
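Eya2 protein (added as 0.2 uM solution) was preincubated with compound for 10 min at ambient temperature in 50 mM HEPES pH 7.5, 50 mM NaCl, 5 uM MgCl2, 0.05% BSA, 1 mM DTT. OMFP (added at 50 uM) then reacted 10 min; fluorescence read at 485/525 nm.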
USP2a inh – blocks human ubiquitin-specific protease USP2a; USP2 core, Ub-CHOP2 coupled fluorogenic reporter, 485/531; Potency, µM (series often up to 38.3 µM), for the others: at the highest dose activity change, negative = inhibition, most hits filed as inhibitors; 330,000 compounds, 0.01% hits; AID 463254;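 also: potency is read from the fitted curve at half-maximal effect; plate controls were DMSO wells for no effect and full inhibition by NEM control for full effect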
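USP2 core (10nM final) preincubated 30min RT with compound in 20mM Tris-HCl pH 8.0, 2mM CaCl2, 2mM beta-mercaptoethanol, 0.05% CHAPS; 25nM Ub-CHOP2 plus 25nM reporter substrate added, fluorescence (Ex485/Em531) read after 60min.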
ASM inhibitor – human S-ASM enzyme inhibition; P17405; placental ASM, HMU-PC fluorogenic substrate, 60 min; Potency, µM (series often up to 57.5 µM), inactives show at the highest dose activity change, negative = inhibition, usual class: inhibitors; 340,000 compounds, 0.006% hits; also: potency is read from the fitted curve at half-maximal effect
Target sequence (P17405 47-631 limits assumed): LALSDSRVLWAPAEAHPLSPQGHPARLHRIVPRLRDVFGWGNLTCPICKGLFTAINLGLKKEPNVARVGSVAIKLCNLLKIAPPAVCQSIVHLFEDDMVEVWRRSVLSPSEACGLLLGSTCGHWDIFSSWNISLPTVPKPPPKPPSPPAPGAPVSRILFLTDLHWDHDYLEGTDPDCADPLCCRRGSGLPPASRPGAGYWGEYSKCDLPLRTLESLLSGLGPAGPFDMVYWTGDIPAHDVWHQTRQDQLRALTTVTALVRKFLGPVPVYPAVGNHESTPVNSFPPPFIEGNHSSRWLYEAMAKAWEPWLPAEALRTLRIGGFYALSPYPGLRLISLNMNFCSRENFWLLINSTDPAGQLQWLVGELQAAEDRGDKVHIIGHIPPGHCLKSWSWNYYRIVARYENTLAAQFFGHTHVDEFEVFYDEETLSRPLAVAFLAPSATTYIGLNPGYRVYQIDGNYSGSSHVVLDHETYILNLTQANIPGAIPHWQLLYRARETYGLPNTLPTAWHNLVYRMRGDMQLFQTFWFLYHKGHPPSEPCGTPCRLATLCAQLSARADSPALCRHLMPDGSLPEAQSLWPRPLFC
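Human placenta-derived ASM preincubated with compound 10 min at room temperature, then reacted with 9 uM (final) fluorogenic HMU-PC substrate for 60 min at 37 C. Stop solution raises pH to 10; fluorescence read at Ex 386/Em 447 nm.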
TRPV1 ag – agonists of human vanilloid receptor 1 (TRPV1); Q8NER1; TRPV1-expressing cells, Fluo-8 calcium influx, agonist mode; activation, % at 8.33 µM; 320,000 compounds, 0.19% hits; AID 540275; in the data active = activation above about 80%; inconclusive = between about 30% and that limit; also: 0% is about no effect
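TRPV1-expressing cells were cultured overnight at 35.5C and loaded with Fluo-8 calcium dye for 40 to 90 min at room temperature. After a 10 s baseline, compound was added and calcium influx was read kinetically for 3 min (ex 480/em 520 nm).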
ELG1 genotoxic – genotoxicity induction in ELG1-luciferase HEK293T cells; 330,000 compounds, 1.3% hits; AID 504466; HEK293T ELG1-luciferase reporter, luminescence, 16 h; Potency, µM (titrated, usually from 46 µM), without a hit: at the highest dose activity change, positive = activation, hits mostly activators; also: potency is read from the fitted curve at half-maximal effect; % of control where 0% means no effect; nearly all actives have a fitted effect of over 60% in size
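After overnight (16 hr) compound treatment at 37 °C, ELG1-luciferase HEK293T cells were lysed with ONE-Glo; luminescence quantified 30 min later at room temperature.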
Integrin act MD – integrin-mediated muscular dystrophy alleviation activation | 350,000 compounds, 0.064% hits | Potency, µM (titrated, usually from 38.3 µM), for inactives: at the highest dose activation, usual class: activators | alpha7betagal myoblasts, beta-gal FDG fluorescence, 48 h;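 also: potency is read from the fitted curve at half-maximal effect; 100% = response of the positive control SU9516; nearly all actives have a fitted effect of over 60% in size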
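alpha7betagal+/- myoblasts (passage 13, 250/well) treated 48 h at 37C with compounds at 1:260 dilution of DMSO stock. Lysed, then beta-galactosidase activity read as FDG fluorescence (ex 480/em 540) after 30 min, with pre-read for autofluorescence.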
B2AR arrestin – agonists driving beta-arrestin recruitment to human beta2-adrenergic receptor | P07550 | beta-arrestin recruitment to beta2AR, cell-based reporter | Potency, µM (top dose mostly 46.1 µM), for inactives: top-dose activation, actives largely listed as activators | 330,000 compounds, 0.02% hits | AID 492947;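 also: potency is read from the fitted curve at half-maximal effect; 0% = DMSO controls and full agonism = EC100 isoproterenol or metaproterenol; nearly all actives have a fitted effect of over 65% in size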
p53 reactivation – re-activators of mutant p53; H1299 p53-A138V BP100-luciferase reporter, luminescence, 24 h; Potency, µM (series often up to 92.2 µM), inactives show at the top dose activity change, positive = activation, most hits filed as activators; 320,000 compounds, 0.063% hits; AID 504706; also: potency is read from the fitted curve at half-maximal effect; % of control where 0% means no effect; nearly all actives have a fitted effect of over 45% in size
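H1299 (p53-null), stable ts p53-A138V + BP100-Luc; 1000 cells/well, Opti-MEM/10% FBS; cpd 4 pt, 1:5; 24 h, 37 deg C, 5% CO2; detection reagent 10 min RT; luminescence.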
BRCA1 expr up – activators of BRCA1 expression | MCF7-BRCA1-FFLuc reporter, luminescence, 48 h; response scale: scaled: vehicle 0%, 10 µM genistein 100% | Potency, µM (doses to about 46.1 µM), without a hit: at the highest dose activation, hits mostly activators | 380,000 compounds, 1.1% hits; also: potency is read from the fitted curve at half-maximal effect; nearly all actives have a fitted effect of over 80% in size; some results filed as inactive show a strong effect at the top dose
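MCF7 cells carrying a BRCA1-firefly luciferase reporter (2000 cells/well, phenol-red free MEM) were attached for 2 h at 37 °C, then given compounds for 48 h. Luminescence was read 15 min after luciferase reagent; activity normalized to genistein (10 microM) and DMSO.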
uPA surface inh – inhibitors of cell surface uPA generation; cell surface uPA generation assay, qHTS; 330,000 compounds, 0.31% hits; AID 540303; Potency, µM (highest dose often 38.3 µM), for the others: at the top dose activity change, negative = inhibition, most hits filed as inhibitors; active = well fitted inhibition curve with a large enough effect; inconclusive = small, poorly fitted or top-dose-only effect; inactive = no such curve, though single readings can be large or run the other way; tested in mouse RAW 264.7 cells; also: potency is read from the fitted curve at half-maximal effect; % is scaled to controls: 0 for no effect and ±100 for the full control effect; nearly all actives have a fitted effect of over 55% in size
An asterisk follows results filed as active; ? = inconclusive; . = not tested or not shown; [ ] = dose if it differs, or a comment. Unless noted, calls follow the shape of the dose curve; as a rule, active = well fitted curve in the direction sought with a large enough effect; inconclusive = small, poorly fitted or top-dose-only effect, or another doubt; inactive = no such curve, though single readings can be large; an effect the other way counts as inactive or inconclusive.

Screens in order: TSG101-PTAP inh | Eya2 inh | USP2a inh | ASM inhibitor | TRPV1 ag | ELG1 genotoxic | Integrin act MD | B2AR arrestin | p53 reactivation | BRCA1 expr up | uPA surface inh
- O=c1oc2ccccc2cc1-c1nnc(-c2cccc(Br)c2)o1
    -1% | -8% | 4% | 10% | 1 | ? | 14% | -1.0% | 10% | 31% | -3%
- N/C(=N\OC(=O)CCC1CCCCC1)c1ccc([N+](=O)[O-])cc1
    -6% | -13% | -1% | -9% | 8 | 1% | 8% | -1.2% | 5% | ? | -4%
- CC(=O)Nc1ccc(NC(=O)C(C)OC(=O)CN2C(=O)C3CCCCC3C2=O)cc1 (stereo not drawn)
    -3% | 22% | -1% | . | -1 | -1% | 18% | -0.2% | 9% | -9% | -3%
- Cc1cc2oc(=O)cc(CN(C)Cc3ccccc3Cl)c2cc1C
    -11% | 14% | 3% | -5% | ? | -2% | 5% | 0.1% | 6% | 11% | -4%
- COc1ccccc1NC(=O)CSc1nnnn1-c1ccc(C(=O)O)cc1
    0% | 7% | -2% | -3% | 4 | 0% | 1% | 0.4% | 7% | 0% | 0%
- Cc1cccc(C)c1NC(=O)N1C(C(=O)O)CSC1C(=O)O (stereo not drawn)
    -6% | -1% | 3% | -5% | -1 | -5% | -3% | 0.0% | -7% | 3% | 5%
- CC(C)(C)c1cc(=O)[nH]c(SCc2ccccc2)n1
    0% | -4% | 5% | -4% | 3 | -5% | -11% | -0.1% | -2% | -38% | -2%
- COc1cc(CNc2cccc(C(=O)O)c2)cc(Br)c1OCC(=O)NC(C)(C)C
    0% | -16% | -17% | 0% | -15 | 1% | 25% | 1.1% | -9% | 15% | 6%
- ClCC1=Nc2ccccc2Cc2ccccc21
    0% | . | . | 1% | . | . | 2% | . | . | 5% | 1%
- Cc1ccc(SCC(=O)NCCCc2ccccc2)cc1
    -3% | 5% | 13% | 1% | ? | -3% | ? | -0.3% | -4% | 6% | -5%
- C=CCC1(N(C(C)=O)c2ccccc2C)CCCCC1
    -1% | 1% | 0% | 2% | 29 | -1% | 13% | -0.8% | 0% | 1% | 1%
- COc1ccccc1/C=N/NC(=O)c1cccc2ccccc12
    0% | 1% | 10% | 2% | -3 | -2% | 19% | 0.6% | . | -15% | 0%
- CCOC(=O)Nc1ccc2nc(Sc3ccc(Cl)cc3)sc2c1
    0% | 9% | -7% | -12% | 1 | -11% | 12% | 4.4% | 7% | -47% | 1.6µM*
- O=C(Nc1ccc(F)cc1)c1sc2cc(C(F)(F)F)cnc2c1-c1cccs1
    -3% | 11% | 3% | 56% | 6 | -6% | ? | 0.1% | 1% | -26% | 18%
- ClCc1nc2ccccc2c2ccccc12
    -1% | 3% | 2% | -15% | 2 | -24% | -57%[inhibitor] | -0.1% | 4% | -10% | 0%
- CN(C)/C=C1\C(=O)N(c2ccc(Cl)cc2)CS1(=O)=O
    -4% | -19% | 5% | -2% | 1 | ? | -2% | 0.9% | ? | 7.9µM* | -7%
- CC(C)[C@@H](N)C(=O)NCC1CCC(C(=O)N[C@@H](Cc2ccccc2)C(=O)O)CC1 (stereo partly drawn)
    1% | -14% | 0% | 4% | -1 | -2% | 11% | 0.1% | -6% | -1% | 9%
- CCOC(=O)N1C=CC(C)=C[C@@H]2[C@@H](N3C(=O)c4ccccc4C3=O)C(=O)N21
    -3% | -4% | 5% | 1% | 3 | 1% | -12% | 0.1% | -2% | 3% | 9%
- C=C(C)C1Cc2nc(N)nc(C)c2C1 (stereo not drawn)
    -4% | 24% | 3% | 0% | -1 | 8% | -12% | -0.2% | 0% | -22% | 0%
- CCN(N=O)[C@@H](Cc1ccccc1)CN(N=O)[C@@H](Cc1ccccc1)CN(C)N=O
    0% | 3% | -1% | 1% | 5 | 0% | 24% | -0.3% | -1% | 6% | 2%
- CCOc1cc(C(=O)OCC(=O)Nc2ccc(Cl)cn2)ccc1OCC(=O)N1CCOCC1
    2% | 5% | 0% | 4% | 3 | 0% | 7% | 0.3% | -2% | 16% | -2%
- Cc1ccc(-n2c(Cc3cccn3C)nnc2SCC(=O)N2CCc3ccccc32)cc1
    . | -6% | -1% | -9% | 20 | -1% | -30% | -0.6% | 7% | -24% | -7%
- CN(C)S(=O)(=O)Nc1ccc2c(c1)OCO2
    -5% | -4% | -1% | 6% | 1 | 2% | -17% | -0.2% | -18% | 5% | .
- COC(=O)c1ccc(/C=N/NC(=O)c2cccc(F)c2)cc1
    2% | 1% | -2% | -4% | . | ? | 21% | -0.4% | 15% | 10µM* | .
- Cc1nc(Cl)c(C(=O)NCCC(C)C)c(C)c1[N+](=O)[O-]
    -2% | -2% | 4% | 2% | 5 | -1% | 4% | 0.3% | 4% | -18% | -1%
- COc1cc(S(=O)(=O)Nc2ccccc2C(=O)N2CCCCC2)ccc1NC(C)=O
    -1% | -22% | 0% | -1% | 5 | 3% | 20% | -0.2% | -3% | 6% | 0%
- Cc1ccccc1C(=O)NC(=S)NC1CC1
    2% | 6% | 2% | 0% | 1 | 3% | 4% | 0.1% | 14% | 53% | -7%
- Cc1ccc(SCc2cn3ccccc3n2)cc1
    -4% | 2% | -1% | 4% | 26 | 5.2µM* | 2% | 0.0% | 19% | ? | -7%
- Cc1c(Cc2c(C)n(C)n(-c3ccccc3)c2=O)c(=O)n(-c2ccccc2)n1C
    -5% | -5% | -6% | 5% | -4 | 1% | -17% | 0.4% | 2% | -13% | 4%
- Cc1ccc(C2(c3noc(CN(C)CCO)n3)CCCC2)cc1
    -4% | 3% | -1% | 0% | 8 | 0% | ? | -0.4% | 0% | -19% | 3%
- Cc1ccccc1/[N+]([O-])=C/c1cccs1
    0% | 0% | 3% | 3% | -2 | 0% | 21% | 0.1% | 2% | 23% | -3%
- O=C(NC(=S)Nc1ccc2oc(=O)ccc2c1)c1ccccc1F
    -4% | -4% | -4% | 0% | -3 | 17% | 1% | -0.4% | 1% | 23% | 10%
- CN(CC(=O)Nc1ccc2c(c1)OCCO2)S(=O)(=O)c1ccc(Br)s1
    -7% | 3% | 4% | -3% | 5 | -2% | -8% | 8.6% | -2% | 12% | 5%
- O=C(c1ccc(CS(=O)(=O)c2ccccc2)o1)N1CCN(c2ncccn2)CC1
    -3% | 32% | 3% | 0% | . | -4% | 1% | 0.2% | -2% | 0% | 5%
- CCC(C)(CC(=O)O)CC(=O)Nc1cc(C(F)(F)F)cc(C(F)(F)F)c1 (stereo not drawn)
    -1% | ? | -1% | -4% | 3 | -3% | 21% | 0.3% | 0% | -31% | -2%
- CCOC(=O)c1c(C)[nH]c(C(=O)OCC(=O)Nc2ccc(OC)c(Cl)c2)c1C
    -9% | -3% | 3% | 0% | 0 | -4% | 5% | 0.1% | -4% | -17% | 3%
- CCN(CC)CCC#CC(O)(c1ccccc1)c1ccccc1
    -1% | 5% | -2% | 3% | 0 | 2% | -8% | 0.0% | -11% | -2% | 4%
- COc1ccc(-c2csc(N(CCCN(C)C)C(=O)c3ccc(F)cc3)n2)cc1
    1% | -20% | -2% | 1% | 3 | -6% | -19% | -0.3% | . | -21% | -5%
- Cc1ccc(/C=N/n2c(C3CCCCC3)n[nH]c2=S)s1
    -1% | -3% | 4% | -10% | 25 | 4% | 4% | -0.8% | 2% | -25% | -2%
- O=C(CCSc1nc2ccccc2o1)Nc1ccccc1
    0% | -17% | -4% | -1% | 18 | -1% | 1% | 0.1% | -4% | -21% | -8%
- CCOC(=O)C1=C(COC(=O)/C=C/c2cccc(Cl)c2)NC(=O)NC1C (stereo not drawn)
    0% | 5% | 2% | -1% | 1 | 0% | -30% | -0.3% | -4% | -29% | 14%
- O=C(NCc1ccc2c(c1)OCO2)C1CCN(C(=O)Nc2ccc(Cl)cc2)CC1
    -8% | 9% | 1% | 3% | 9 | -1% | 0% | 0.0% | -6% | -5% | .
- CN(C)/C(CN1CCOCC1)=C1\N=C(c2ccccc2)OC1=O
    . | 1% | 3% | -3% | . | 4% | -9% | -0.5% | 1% | 15% | -15%
- O=C(Cn1c(=O)cnc2ccccc21)N1CCN(S(=O)(=O)c2cccc([N+](=O)[O-])c2)CC1
    -1% | -20% | -1% | -5% | 5 | -13% | -4% | -0.2% | 10% | 9% | 3%
- O=C(O)CCc1ccc(-c2ccc(Br)cc2)n1-c1cccc(O)c1
    -8% | -19% | 3% | -9% | 6 | 0% | 7% | -0.3% | ? | -15% | -9%
